# RMI FANCM FP: blocks RMI1/RMI2 complex binding to FANCM MM2 peptide; AID 1159607; Fluorescence polarization, RMI core complex with F-MM2 peptide; stronger effect = lower value; actives 0.58% (n = 70,000); FP signal (polarization) at 33 µM; in the data active = FP signal below about 40; note: inactives centre near 61; strong numbers were not always called active; unit not given here
# An asterisk follows results filed as active; & = joins results of further samples. This is a subset, so the mix of outcomes need not match the whole.
SMILES,RMI FANCM FP
CCOC(=O)c1c(-c2cccs2)csc1NC(=O)CN1CCC(C)CC1,78
COC(=O)c1ccsc1NC(=O)c1cccs1,148
CCOC(=O)NC(=S)c1cccn1C,55
COc1ccccc1NC(=O)Cn1cnc2c([nH]c3ccc(C)cc32)c1=O,119
CCOc1ccc(C)cc1S(=O)(=O)NCc1ccsc1,66
CN(C)CCN(C(=O)CCc1ccccc1)c1nc2cc3c(cc2s1)OCO3,72
COc1ccc(-n2c(C)nc3ccc(NC(=O)c4ccccn4)cc3c2=O)cc1,62
CCCCC(CC)CNC(CC(=O)Nc1ccc(F)cc1)C(=O)O (configuration not stated),52
COc1cn2c(cc1=O)C(=O)N(CCNC(=O)c1ccc([N+](=O)[O-])o1)CC2,64
O=C(Sc1ccc(Cl)cc1)c1ccc(-c2cccs2)s1,63
O=C(COc1coc(CN2CCc3ccccc32)cc1=O)c1ccc(Cl)cc1,56
OC1CCCCC1NC1CCN(c2ncnc3scc(-c4ccccc4)c23)CC1 (configuration not stated),61&66
CCOc1ccc(NC(=O)Cn2ccn(S(=O)(=O)c3ccc(C)cc3)c2=O)cc1,56
Cc1ccc(CSc2ccc3nnc(CCNS(=O)(=O)c4ccccc4)n3n2)cc1,60
O=C(NCCCn1nc(-c2ccccc2)ccc1=O)c1ccccc1C(F)(F)F,66
CCOC(=O)c1cc([N+](=O)[O-])sc1NC(=O)c1ccc(S(=O)(=O)N2CCc3ccccc3C2)cc1,63
Cc1cc2ccccc2n2c(SCC(=O)Nc3ccc4c(c3)OCCO4)nnc12,62
CCN(CC)c1ccc(C=Nc2sc3c(c2C#N)CCCC3)c(O)c1,18*
Cc1ccc2nc(CCCC(=O)OC(C)C)[nH]c2c1,60
Nc1c(-c2ccc3ccccc3n2)c2ccc([N+](=O)[O-])cc2c(=O)n1Cc1ccccc1,54
O=C(NCC1CCN(Cc2cccs2)CC1)C(=O)NC1CCCCC1,73
CCCc1nnc2c(=O)n(-c3ccc(F)cc3)ccn12,62
Cc1cc(C)c(C)c(S(=O)(=O)N2CC(C)CC(C)C2)c1C (configuration not stated),69
COc1cccc(-c2csc(=Nc3ccc(Cl)cc3)n2N2CCOCC2)c1,54
CN(C)C(C#N)c1c(F)cccc1Cl (configuration not stated),68
O=C(C(N=Nc1ccccc1)=C(O)c1cccs1)C(F)(F)F,57
Cn1ccc(C(=O)N=c2sc3cc(F)ccc3n2C)n1,69
Cc1cc(C)cc(NC(=O)Cn2c(=O)n(Cc3cccs3)c(=O)c3ncccc32)c1,64
O=C(CNC(=O)c1ccc(-c2ccccc2C(F)(F)F)o1)c1ccccc1,61
COc1ccc(CCN2C(=O)CC(NC34CC5CC(CC(C5)C3)C4)C2=O)cc1OC (configuration not stated),51

# Ordered by the number under RMI FANCM FP (high to low): three of the compounds above.
SMILES,RMI FANCM FP
COC(=O)c1ccsc1NC(=O)c1cccs1,148
CCOc1ccc(C)cc1S(=O)(=O)NCc1ccsc1,66
CCCCC(CC)CNC(CC(=O)Nc1ccc(F)cc1)C(=O)O (configuration not stated),52

# Reprinted at random: 5 compounds from above
SMILES,RMI FANCM FP
COc1ccc(CCN2C(=O)CC(NC34CC5CC(CC(C5)C3)C4)C2=O)cc1OC (configuration not stated),51
Cc1cc(C)c(C)c(S(=O)(=O)N2CC(C)CC(C)C2)c1C (configuration not stated),69
Cn1ccc(C(=O)N=c2sc3cc(F)ccc3n2C)n1,69
O=C(NCC1CCN(Cc2cccs2)CC1)C(=O)NC1CCCCC1,73
Cc1ccc2nc(CCCC(=O)OC(C)C)[nH]c2c1,60

# The results go on.
SMILES,RMI FANCM FP
O=C(NC1CCCC1)c1ccc2c(=O)n(Cc3ccccc3)c3nn(Cc4ccccc4)c(=O)n3c2c1,122
CCOc1ccc(S(=O)(=O)NCCn2ncc3c(N4CCCC4)ncnc32)cc1,60
C=CCOC(=O)C(C#N)c1nc2ccccc2nc1N1CCN(c2ccccc2)CC1 (configuration not stated),29*
Cc1onc(-c2ccccc2Cl)c1C(=O)c1ccc(F)cc1,51
CCOC(=O)c1oc2ccccc2c1NC(=O)c1ccc(C(C)(C)C)cc1,61
O=C(Nc1cccs1)N1CCC(c2nnc(C3CC3)o2)CC1,48
CCOC(=O)c1ccc(NC(=O)CSc2c(-c3ccccc3)[nH]c3ccccc23)cc1,61
O=C(Cc1ccccc1Cl)NNC(=S)Nc1ccc(OC(F)(F)F)cc1,59
CSc1ccc(NC(=O)COc2ccc(F)cc2)cc1,70
CCOC(=O)C1CCN(S(=O)(=O)CCCOc2ccc3c(c2)OCO3)CC1,60
Cc1ccc(-c2csc3nc(SCC(=O)Nc4ccc5c(c4)OCO5)n(-c4ccccc4)c(=O)c23)o1,79
CCN(CC)c1ccc(N2CCN(S(=O)(=O)c3ccc(F)cc3)CC2)nn1,57
Cc1cc(C)c(CSc2nccn2C)c(C)c1,52
COC(=O)c1sccc1S(=O)(=O)NC1CCS(=O)(=O)C1 (configuration not stated),54
O=C(NCCOc1ccc(-c2cccs2)nn1)NCc1ccccc1,72
Cc1cc(C)nc(Cl)n1,58
Cc1onc(-c2ccccc2Cl)c1C(=O)NCCn1ccc2ccccc21,59
COC(=O)c1cncc(Br)c1,54
O=C(Cc1cc(-c2cccs2)on1)NCCc1c[nH]c2ccccc12,61
COc1ccc(C(=O)Nc2nc3c(C)cc(C)cc3s2)cc1,46
Cc1ccc(NC(=O)c2scc(-c3ccccc3)c2S(=O)(=O)N(C)c2ccc(F)cc2)cc1F,70
Cc1oc2cc(OC(=O)N3CCOCC3)ccc2c(=O)c1-c1ccc(Cl)cc1,67
Cc1nc2ccc(S(=O)(=O)NCCn3nc(-c4cccnc4)ccc3=O)cc2s1,66
Cc1oc(-c2ccc(Cl)cc2[N+](=O)[O-])cc1C(=O)Nc1ccc(S(N)(=O)=O)cc1,13*
Cc1ccc2c(c1)NC(=O)c1cc(NC(=O)c3ccc(Br)o3)ccc1O2,86
CN(C(=O)c1c(F)cccc1F)C1CCS(=O)(=O)C1 (configuration not stated),53
O=C(c1ccc2c(c1)OCO2)N1CCN(Cc2nc(-c3cccs3)cs2)CC1,60
CCC(=O)c1ccc(OCC(O)CN2CCN(c3c(C)cc(C)cc3C)CC2)cc1 (configuration not stated),55
CC(C/C=N\Nc1ccc([N+](=O)[O-])cc1[N+](=O)[O-])CCc1ccccc1 (configuration not stated),50
CCOC(=O)N1CCN(C(=O)COc2coc(CN3CCc4ccccc43)cc2=O)CC1,57
Cn1c(=O)[nH]c2ncn(C)c2c1=O,52
CCC(=O)OC1CCC2(C)C3C(CC[C@H]2C1)C1C[C@@H](C)[C@](O)(C(C)=O)C1(C)C[C@H]3OC(=O)CC (some centres not stated),61
CC(=O)c1cccc(NC(=O)Cn2c(=O)nc(-c3ccccc3)c3cc(Cl)ccc32)c1,56
COc1ccccc1OCC(=O)NCC1CCN(Cc2cccs2)CC1,74
C=CCn1c(SCC(=O)NCC2CCCO2)nc2scc(-c3ccco3)c2c1=O (configuration not stated),73
O=C(NC1CCS(=O)(=O)C1)c1ccc(S(=O)(=O)N2CCOCC2)cc1 (configuration not stated),61
Cc1ccc2c(c1)Cc1c(nc(-c3ccccc3)nc1SCC(=O)Nc1cccc(C(=O)O)c1)O2,14*
CC(C)(C)c1ccc(-n2c(=O)[nH]c3c(C(N)=O)nc(-c4ccc(Cl)cc4Cl)nc32)cc1,92
Clc1ccccc1CSc1ccc2nnc(-c3ccncc3)n2n1,59
CCCCN(C)S(=O)(=O)c1ccc(C(=O)Nc2cnc(-c3cc(OC)ccc3OC)s2)cc1,58
OCC(CO)(CO)NCC(O)Cn1c2ccc(Cl)cc2c2cc(Cl)ccc21 (configuration not stated),73
COc1ccc(CCNS(=O)(=O)c2cccc(C(F)(F)F)c2)cc1OC,50
Cn1cccc1/C(C#N)=C\c1ccc2c(c1)OCO2,49
COc1ccccc1C(=O)Nc1nnc(SCc2cccc([N+](=O)[O-])c2)s1,59
Cc1ccc2nc(-c3ccc(NC(=O)c4cc5nc(C)ccc5o4)cc3)sc2c1,65

# Brought forward from above: 5 compounds; new compounds follow.
SMILES,RMI FANCM FP
OCC(CO)(CO)NCC(O)Cn1c2ccc(Cl)cc2c2cc(Cl)ccc21 (configuration not stated),73
COc1ccc(CCNS(=O)(=O)c2cccc(C(F)(F)F)c2)cc1OC,50
Cn1cccc1/C(C#N)=C\c1ccc2c(c1)OCO2,49
COc1ccccc1C(=O)Nc1nnc(SCc2cccc([N+](=O)[O-])c2)s1,59
Cc1ccc2nc(-c3ccc(NC(=O)c4cc5nc(C)ccc5o4)cc3)sc2c1,65
COCCn1c(SCC(=O)c2ccc(C)cc2)nc2cc(C(=O)NC3CCCC3)ccc2c1=O,73
COc1ccc(-c2nnc3ccc(OCCNC(=O)Nc4ccc(Cl)cc4)nn23)cc1,70
CC(=O)Nc1cccc(C(=O)O)c1Cl,54
CCOC(=O)c1c(NC(=O)CSc2ncnc3scc(-c4ccc(OC)cc4)c23)sc2c1CCCC2,80
O=C(CSc1nc(-c2ccccc2)c2ccccc2n1)Nc1ccc2c(c1)OCO2,167
Cc1nc(SCc2cccc(Cl)c2)[nH]c(=O)c1CC(=O)Nc1ccc(F)cc1,62
CCCCOc1ccc(-c2ccc(C#N)cc2)cc1,55
C=CCC1(NCc2ccccc2)CCCCC1,55
COCCn1c(=NC(=O)c2ccnn2C)sc2c(OC)ccc(OC)c21,84
CC(C)NC(=O)c1ccc2c(=O)n(CC3CCCO3)c(SCc3cccc(F)c3)nc2c1 (configuration not stated),66
O=C(CN1CCN(C(=O)N2CCCCC2)CC1)Nc1cc(Cl)ccc1Cl,59
CC(C)(C)c1ccc(C(=O)Nc2ccc3c(c2)CN(S(=O)(=O)c2ccccc2)CC3)cc1,62
NC(=O)Cn1c(=O)n(CCc2ccccc2)c(=O)c2c3c(sc21)CCCC3,91
CC(C)n1c(C(F)(F)F)nc2cc(C(=O)NCc3ccncc3)ccc21,57
CN(NC(=O)c1ccncc1)c1ccc(C(F)(F)F)cc1[N+](=O)[O-],58
COc1ccc(-c2noc(CSc3nc4cc(-c5ccccc5)sc4c(=O)n3C)n2)cc1OC,59
O=C(Cn1c2ccccc2c2ncn(Cc3ccccc3Cl)c(=O)c21)Nc1ccc2c(c1)OCO2,79
CC(Oc1ccccc1)C(=O)NCCS(=O)(=O)N1CCc2ccccc2C1 (configuration not stated),57
Cc1ccc(NC(=O)Nc2nc(C(=O)NCc3cccnc3)cs2)cc1,54
CCN1C(=O)C(C)(C)COc2ccc(NC(=O)COc3ccc4ccccc4c3)cc21,78
O=C(CCn1cnc2c(cnn2-c2ccccc2)c1=O)N1CCN(C(=O)c2ccco2)CC1,64
O=C1OC(Nc2ccc([N+](=O)[O-])cn2)c2ccccc21 (configuration not stated),57
COc1ccccc1CNC(=O)c1ccc(=O)n(Cc2ccc(F)cc2)n1,68
CCc1nnc(C2CCN(C(=O)C3CCCC3)CC2)s1,61
CC(C)(C)S(=O)(=O)c1cnc(N2CCOCC2)nc1N,52
CC(C)(C)c1nnc(N2CCOCC2)[nH]c1=O,54
Cc1ccc(S(=O)(=O)OCC2CC3CCC2C(O)C3)cc1 (configuration not stated),53
COc1cccc(CCNC(=O)c2nnc(-c3ccccc3)o2)c1,71
CC1=C(Cl)C(=O)OC1(C)CN(C)C (configuration not stated),57
Cn1c(SCc2ccc(N3CCCC3=O)cc2)nc2cc(-c3ccccc3)sc2c1=O,60

# Reformatted: two of the compounds above.
Structure	RMI FANCM FP
O=C(CCn1cnc2c(cnn2-c2ccccc2)c1=O)N1CCN(C(=O)c2ccco2)CC1	64
O=C1OC(Nc2ccc([N+](=O)[O-])cn2)c2ccccc21 (configuration not stated)	57

# Carrying on.
SMILES,RMI FANCM FP
CN1CCN(C(CNC(=O)c2cccc(Cl)c2)c2ccc3c(c2)CCCN3C)CC1 (configuration not stated),58&67
CC(C)NC(=O)Cn1cnc2ccccc21,55
Cc1ccc(-c2cc3c(=O)n(CC(=O)Nc4ccc5c(c4)OCCO5)ncn3n2)cc1C,137
COc1cc(-c2c(C(=O)O)c(CO)c(O)c3cc4c(cc23)OCO4)cc(OC)c1OC,55
CC(C)(c1cc(Br)c(OCC(O)CN2CCCCCC2)c(Br)c1)c1cc(Br)c(OCC(O)CN2CCCCCC2)c(Br)c1 (configuration not stated),90
Cc1cc(C)nc(SCC(CSc2nc(C)cc(C)n2)C(=O)O)n1,62
CS(=O)(=O)N1CCN(C(=O)Cc2csc(Nc3ccccc3)n2)CC1,62
Cc1cccc(NC(=O)Cc2csc(Nc3ccc(F)cc3)n2)c1C,64
COc1ccc(C(=O)C(C)OC(=O)c2cc3cccc(OC)c3oc2=O)cc1 (configuration not stated),59
O=C(Nc1ccc2c(c1)CN(C(=O)c1cccs1)CC2)c1c(F)cccc1F,77
Cc1cc(N2CC(C)OC(C)C2)nc2ccccc12 (configuration not stated),59
Cn1ccc(C(=O)Nc2nc(-c3ccc(Oc4ccccc4)cc3)cs2)n1,68
O=C(NC(Nc1ccc(Br)cc1)C(Cl)(Cl)Cl)C(c1ccccc1)c1ccccc1 (configuration not stated),60
CCc1ccccc1NC(=O)c1cccc(-n2cnc3c(sc4nc(C)cc(C)c43)c2=O)c1,64
N=C1SCCN1CC(=O)c1ccc(Cl)c(Cl)c1,53
Cc1cc(C)c(C#N)c(OC(=O)c2c(F)cccc2F)n1,55
CCOC(=O)c1sc(-c2ccccc2)nc1CSc1nnc(C(F)(F)F)n1C,52
COc1ccc(C2C(C(=O)c3ccccc3)N3c4ccccc4C=CC3C2[N+](=O)[O-])cc1 (configuration not stated),191
O=c1c(-c2ccccc2)coc2cc(O)cc(O)c12,33*
Cn1c(N)c(S(=O)(=O)NCCC(c2ccccc2)c2ccccc2)c(=O)n(C)c1=O,64
Cc1nc(N2CCCCC2)c2ccsc2n1,71
O=C(Cn1cnc2c(-c3ccc(Cl)cc3)csc2c1=O)Nc1ccccc1C(F)(F)F,119
O=C(Cc1csc(Nc2ccc(F)cc2)n1)NCC1CCCCC1,65
O=S(=O)(NCCOc1cccc(C(F)(F)F)c1)c1ccc(F)cc1,61
